Screens (PubChem BioAssay)
M1 PAM: human CHRM1 positive allosteric modulation; P11229; CHO-K1 hM1, Fluo-8 calcium fluorescence, ACh EC20; 0% = ACh EC20, 100% = maximal ACh; activation, % at 3 µM; hit rate 0.088% among 360,000; AID 588819; in the data active means activation above about 19%, passing the limit was not always enough
Target sequence (P11229 whole entry, looked up): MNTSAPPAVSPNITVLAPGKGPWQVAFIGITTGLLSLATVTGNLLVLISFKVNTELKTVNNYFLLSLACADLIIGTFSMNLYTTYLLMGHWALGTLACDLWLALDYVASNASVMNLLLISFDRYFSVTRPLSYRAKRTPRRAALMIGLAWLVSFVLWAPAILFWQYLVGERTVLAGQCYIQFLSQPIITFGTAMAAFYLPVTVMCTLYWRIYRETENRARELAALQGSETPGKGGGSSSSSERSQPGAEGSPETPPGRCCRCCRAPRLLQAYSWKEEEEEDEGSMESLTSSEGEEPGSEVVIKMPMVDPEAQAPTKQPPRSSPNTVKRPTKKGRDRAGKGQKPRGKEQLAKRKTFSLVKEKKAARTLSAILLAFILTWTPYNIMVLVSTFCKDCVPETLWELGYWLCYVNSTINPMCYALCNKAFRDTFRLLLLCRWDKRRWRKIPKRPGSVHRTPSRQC
OXTR potentiate: potentiators of human oxytocin receptor | CHO-OTR cells, Fluo-8 calcium fluorescence, potentiator mode; 0% = oxytocin EC15, 100% = EC100 | P30559 | activation, % at 3 µM | hit rate 0.061% among 320,000;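 active means activation above that plate's cutoff, the mean activation of tested compounds plus 3 SD, cut at about 6.6% in these data, passing the limit was not always enough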;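 further: 100% uses oxytocin at 75 nM as the full agonist control; some results filed as inactive read as strong as hits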
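System: human OTR in CHO cells / Also added: sub-maximal oxytocin, roughly EC15 / Control set: EC15 oxytocin low, 75 nM oxytocin high / Schedule: 6 min compound pre-incubation at room temperature, 100 s kinetic read / Compound: single-point 3.0 µM / Replication: singlicate / Technique: Fluo-8 calcium dye fluorescence / Read-out basis: % activation of max/min ratio relative to oxytocin controls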
CHRM1 antagonist: human CHRM1 antagonism; inhibition, % at 3 µM; hit rate 1.3% among 360,000; P11229; CHO-K1 hM1, Fluo-8 calcium fluorescence, ACh EC80 antagonist; AID 588852;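 active means percent inhibition above its own plate's cutoff, namely the mean of that plate's compound wells plus 3 SD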;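 further: peak over basal fluorescence ratio during 140 s after agonist addition; 0% = ACh EC80 plus DMSO and 100% = DMSO alone without agonist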
TAAR1 agonist: human TAAR1 agonism; Q96RJ0; CHO RD-HGA16 TAAR1, Fluo-8 calcium fluorescence; vehicle wells 0%, saturating PEA agonist 100%; activation, % at 3 µM; hit rate 0.99% among 360,000; AID 624467;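 active means activation above the mean activation of all test compounds in the run plus 3 SD, cut at about 38% in these data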
Target sequence (Q96RJ0 whole entry, looked up): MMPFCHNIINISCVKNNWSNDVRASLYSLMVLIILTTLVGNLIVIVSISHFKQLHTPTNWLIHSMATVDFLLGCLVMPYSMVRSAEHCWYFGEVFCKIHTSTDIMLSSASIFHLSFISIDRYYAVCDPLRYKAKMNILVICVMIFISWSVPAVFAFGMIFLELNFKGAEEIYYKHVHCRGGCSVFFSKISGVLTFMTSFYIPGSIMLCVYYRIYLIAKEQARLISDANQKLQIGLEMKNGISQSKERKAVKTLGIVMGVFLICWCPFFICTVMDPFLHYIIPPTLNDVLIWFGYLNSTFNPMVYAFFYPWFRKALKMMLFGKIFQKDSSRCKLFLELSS
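Benchmarks: low control DMSO, high control PEA (EC100); System: CHO RD-HGA16 cells carrying human TAAR1 plus Gα16; Detection: Fluo-8 fluorescence, 5 s baseline then 140 s kinetic read; Schedule: 17-24 h plating, Fluo-8 75 min 37 °C, 30 min RT; Read-out basis: % activation from peak over basal fluorescence ratio, DMSO-to-PEA scaled.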
TAAR1 antagonist: human TAAR1 antagonism; hit rate 1.5% among 360,000; AID 624466; CHO RD-HGA16 TAAR1, Fluo-8 calcium fluorescence, antagonist; inhibition, % at 3 µM; Q96RJ0;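 active means inhibition above a per-plate cutoff, the mean inhibition of test compounds on that plate plus 3 SD, cut at about 49% in these data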;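 further: 0% = DMSO plus EC80 beta-PEA response and 100% = DMSO alone without agonist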
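System: CHO RD-HGA16 cells bearing hTAAR1. Reagent: EC80 β-phenethylamine stimulus. Schedule: seeding 17-24 h prior, 75-min 37 °C, 30-min RT dye loading. Signal: Fluo-8 intracellular calcium dye fluorescence, real-time kinetic reads. Read-out: % inhibition from peak post-agonist over basal fluorescence ratio. Benchmarks: vehicle wells and EC80 agonist wells. Replicates: n of 1.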
OXTR ag: activates the human oxytocin receptor. P30559. CHO-OTR cells, Fluo-8 calcium fluorescence; normalized: DMSO 0%, oxytocin 100%. activation, % at 3 µM. hit rate 0.32% among 320,000;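 active means activation above the mean of all tested compounds plus 3 SD, cutoff set per screening run, cut at about 20% in these data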;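 further: peak over basal fluorescence ratio from a 100 s FLIPR kinetic read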
V1R ag counter: activates human V1a receptor in oxytocin agonist counter-screen; P37288; CHO-V1R cells, Fluo-8 calcium fluorescence, agonist mode; 0% DMSO, 100% 3 nM vasopressin; activation, % at 3 µM; hit rate 0.25% among 320,000; AID 2797;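 active means activation above the mean activation of all tested compounds plus 3 SD, per screening run, cut at about 20% in these data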;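 further: signal is peak over basal fluorescence ratio across a 100 second FLIPR read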
CHRM1 agonist: activates human CHRM1 receptor; P11229; CHO-K1 hM1, Fluo-8 calcium fluorescence, agonist mode; 0% DMSO, 100% acetylcholine EC100; activation, % at 3 µM; hit rate 0.33% among 360,000; AID 588814;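 active means activation above the run's mean compound activation plus 3 SD, cut at about 16% in these data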;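 further: peak over basal fluorescence ratio within a 140 s kinetic read after compound addition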
CHO parental Ca: counter-screen for OX1R antagonists: effect in parental CHO cells; hit rate 0.63% among 330,000; parental CHO-K1, ATP-induced calcium, Fluo-8 fluorescence; inhibition, % at 5.6 µM;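 active means inhibition above that plate's mean sample inhibition plus 3 SD, cut at about 26% in these data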;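 further: 0% = ATP-challenged DMSO wells and 100% = DMSO wells without ATP; some compounds past the cut are filed as inactive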
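Material – parental CHO cells · Reagent – ATP stimulus · Compound – single nominal dose of 5.6 µM per compound · Detection – Fluo-8 fluorescence · Read-out basis – percent inhibition of calcium signal · Controls – ATP-challenged DMSO wells low, unchallenged DMSO wells high · Repeats – no replicates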
* hit, by the source's call; x = not tested or not shown; & = joins results of further samples. This is a random part of the collection; about 3.7% have a hit in one of these screens.

The opening 16 entries (preview)
SMILES	M1 PAM	OXTR potentiate	CHRM1 antagonist	TAAR1 agonist	TAAR1 antagonist	OXTR ag	V1R ag counter	CHRM1 agonist	CHO parental Ca
COc1ccc(N=C2SC(CC(=O)Nc3cccc(Cl)c3)C(=O)N2Cc2ccco2)cc1 (stereo not drawn)	-1	-5	-3	5	6	-0.3	0.2	-7	-3
N=C1c2ccccc2CN1c1ccc(N2CCOCC2)c(S(=O)(=O)Nc2ccc(Cl)cc2)c1	x	-27	x	14	-12	15	13	x	9
COc1ccc(NC(=O)N(Cc2ccc(C)cc2)Cc2ccccn2)c(OC)c1	14	-7	-22	-1	-37	-0.9	-1.2	-4	-25
COc1cc(C(=O)NNC(=O)c2ccc3ccccc3n2)cc(OC)c1OC	5	2	2	4	21	1.6	1.1	-4	-10
Cc1cccc(C)c1Nc1ncnc(N)c1[N+](=O)[O-]	4	7	-3	1	-9	1.4	1.3	-6	-6
Cc1ccc(Cl)c(OC(=O)c2nn(C(C)C)c(=O)c3ccccc23)c1	4	-6	-3	4	-25	-2.2	-0.2	-7	-21
O=C(Nc1cccc2ccccc12)c1cnsn1	7	0	-4	5	-18	-0.8	-1.5	-8	-9
O=C(CNC(=O)c1ccco1)Nc1ccc(Cl)cc1	14	-14	-10	5	-1	0.2	0.8	-2	-3
COc1ccc(-c2ccc3c(c2)S(=O)(=O)c2cccc(C(=O)NCc4cc(C)oc4C(F)(F)F)c2C3=O)cc1OC	1	1	8	x	x	0.2	8.6	-3	-12
CC(C)NC1(C(N)=O)CCNCC1	6	x	-14	6	-8	x	x	-1	x
Cc1ccc(-c2csc(NC(=O)c3ccc(F)cc3)c2C(=O)O)cc1	4	-3	2	-2	28	1.1	6.0	-2	1
CCOC(=O)COc1ccc(C(=O)c2ccccc2)c(O)c1	-5	-27	1	6	-14	2.8	2.2	-3	-15
CCOc1ccc(NC(=S)N=Nc2c(O)[nH]c3ccccc23)cc1	-9	-5	2	-2	9	-1.9	-0.3	-6	-18
Cc1ccc(/C=N/NC(=O)c2ccc(C(=O)N/N=C/c3ccc(C)s3)o2)s1	5	-6	-16	6	12	-1.1	-0.5	-2	-19
COc1cc2c(cc1CNC[C@H]1O[C@@H](n3ccc(N)nc3=O)[C@H](O)[C@@H]1O)OCO2	6	x	-10	2	-10	x	x	-2	x
c1nc(NC2CCCCCC2)c2[nH]cnc2n1	1	-2	-6	1	3	-0.1	0.9	1	3

Results (from the top)
SMILES	M1 PAM	OXTR potentiate	CHRM1 antagonist	TAAR1 agonist	TAAR1 antagonist	OXTR ag	V1R ag counter	CHRM1 agonist	CHO parental Ca
COc1ccc(N=C2SC(CC(=O)Nc3cccc(Cl)c3)C(=O)N2Cc2ccco2)cc1 (stereo not drawn)	-1	-5	-3	5	6	-0.3	0.2	-7	-3
N=C1c2ccccc2CN1c1ccc(N2CCOCC2)c(S(=O)(=O)Nc2ccc(Cl)cc2)c1	x	-27	x	14	-12	15	13	x	9
COc1ccc(NC(=O)N(Cc2ccc(C)cc2)Cc2ccccn2)c(OC)c1	14	-7	-22	-1	-37	-0.9	-1.2	-4	-25
COc1cc(C(=O)NNC(=O)c2ccc3ccccc3n2)cc(OC)c1OC	5	2	2	4	21	1.6	1.1	-4	-10
Cc1cccc(C)c1Nc1ncnc(N)c1[N+](=O)[O-]	4	7	-3	1	-9	1.4	1.3	-6	-6
Cc1ccc(Cl)c(OC(=O)c2nn(C(C)C)c(=O)c3ccccc23)c1	4	-6	-3	4	-25	-2.2	-0.2	-7	-21
O=C(Nc1cccc2ccccc12)c1cnsn1	7	0	-4	5	-18	-0.8	-1.5	-8	-9
O=C(CNC(=O)c1ccco1)Nc1ccc(Cl)cc1	14	-14	-10	5	-1	0.2	0.8	-2	-3
COc1ccc(-c2ccc3c(c2)S(=O)(=O)c2cccc(C(=O)NCc4cc(C)oc4C(F)(F)F)c2C3=O)cc1OC	1	1	8	x	x	0.2	8.6	-3	-12
CC(C)NC1(C(N)=O)CCNCC1	6	x	-14	6	-8	x	x	-1	x
Cc1ccc(-c2csc(NC(=O)c3ccc(F)cc3)c2C(=O)O)cc1	4	-3	2	-2	28	1.1	6.0	-2	1
CCOC(=O)COc1ccc(C(=O)c2ccccc2)c(O)c1	-5	-27	1	6	-14	2.8	2.2	-3	-15
CCOc1ccc(NC(=S)N=Nc2c(O)[nH]c3ccccc23)cc1	-9	-5	2	-2	9	-1.9	-0.3	-6	-18
Cc1ccc(/C=N/NC(=O)c2ccc(C(=O)N/N=C/c3ccc(C)s3)o2)s1	5	-6	-16	6	12	-1.1	-0.5	-2	-19
COc1cc2c(cc1CNC[C@H]1O[C@@H](n3ccc(N)nc3=O)[C@H](O)[C@@H]1O)OCO2	6	x	-10	2	-10	x	x	-2	x
c1nc(NC2CCCCCC2)c2[nH]cnc2n1	1	-2	-6	1	3	-0.1	0.9	1	3
COc1ccc(C(=O)NC(=S)NCc2ccco2)cc1OC	5	1	-9	9	-20	-1.9	0.0	-4	-8
O=C(C1CCC(CNS(=O)(=O)c2ccccc2)CC1)N1CCOCC1 (stereo not drawn)	9	-5	-15	0	6	1.4	1.4	-1	-1
Cc1ccc(-c2ccc(SCC(=O)NCC3CCCO3)nn2)cc1 (stereo not drawn)	12	-1	-15	1	-36	-1.7	-1.2	-1	-17
CCOC(=O)Cn1c2c(c(=N)c3c1CCC3)CCCC2	3	-3	-10	0	4	0.4	-0.1	-9	-4
CCOC(=O)N1CCC(NC(=O)CS(=O)Cc2nc(-c3ccc(C)cc3)oc2C)CC1 (stereo not drawn)	1	-5	-2	-1	-24	-1.5	-0.2	-4	-23
C=CCNC(=O)c1ccc2c(=O)n(CCCN3CCCC3=O)c(=S)[nH]c2c1	2	-5	6	3	-16	-0.8	0.2	-6	-3
CCOc1ccccc1NC(=O)Cn1c(=O)c(OCC)nc2cnccc21	2	-3	6	x	x	-0.2	0.2	-3	-22
O=[N+]([O-])c1ccc(OCC(O)CN(C2CCCCC2)C2CCCCC2)cc1 (stereo not drawn)	8	-10	-8	0	-18	-0.8	-0.7	-14	-17
CN(C)c1nc(Oc2ccc(=O)[nH]n2)nc(N2CCOCC2)n1	10	-4	-17	0	-1	0.1	0.6	-3	-2
SMILES	M1 PAM	OXTR potentiate	CHRM1 antagonist	TAAR1 agonist	TAAR1 antagonist	OXTR ag	V1R ag counter	CHRM1 agonist	CHO parental Ca
CC1Cc2ccccc2N1Cc1cccc([N+](=O)[O-])c1 (stereo not drawn)	0	-6	-3	x	x	-2.2	-0.5	-7	-9
Nc1ccc2nc(SCC(=O)Nc3ccc(N4CCOCC4)c(Cl)c3)sc2c1	-5	-15	4	16	11	15	8.5	2	2
C=CCn1c(COc2ccccc2)nnc1SCC(=O)Nc1ccc(S(N)(=O)=O)cc1	7	-2	-33	2	-8	0.0	0.8	-2	-10
Cc1ccc(-c2nc3ccccc3c(=O)n2CCCn2ccnc2)cc1	9	-4	-23	11	3	-2.1	-0.6	-1	-15
CCOC(=O)C1=CCN(S(=O)(=O)c2ccccc2Cl)C1c1cccc(C)c1 (stereo not drawn)	-12	x	18	1	23	x	x	-11	x
Cc1cc(C(=O)CSc2nnc(-c3ccncc3)n2-c2ccccc2)c(C)n1C	2	1	5	7	11	0.2	0.5	-4	-14
CNC(=S)N(C)[C@H]1c2c(ccc3ccccc23)OC[C@H]1CO	-2	-4	5	8	22	5.7	1.6	-2	-8
Cn1c(Cn2nnc3ccccc32)nnc1SCC(=O)N1CCc2ccccc21	6	-2	-27	6	-9	-0.1	1.8	-4	-4
CC1CCN(C(=O)CSCc2ccc(Cl)cc2)CC1	-3	-11	5	8	-1	-1.6	-0.3	-3	0
C=CCn1c(Sc2nc(C)cs2)nc2c1c(=O)[nH]c(=O)n2C	5	-4	-6	1	4	1.2	1.2	-5	-4
Cc1ccc(NS(=O)(=O)c2ccc(OCC(=O)NCC3CCCO3)cc2)cc1 (stereo not drawn)	10	-9	-10	4	1	1.9	4.1	-3	-13
COC(=O)/C=C1/N/C(=N\c2nc(C)cc(C)n2)N(c2cccc(C)c2)C1=O	9	7	-7	0	-8	1.3	-0.4	-5	-3
CC(C)OCCCNc1ccc(N2C(=O)CCCC2=O)cc1[N+](=O)[O-]	16	-5	-12	3	-10	0.4	-0.7	-2	-14
COC(=O)/C=c1/s/c(=C(/C#N)C(=O)N2CCOCC2)n(-c2ccccc2)c1=O	10	-12	-28	6	-6	-1.1	2.4	-3	-7
CS(=O)(=O)c1nc(-c2ccc(Br)cc2)cc(-c2ccccc2)c1C#N	3	-14	-3	3	48	0.1	0.2	-2	13
COc1ccc2c(c1)c(=O)oc1c(C)c(OC(C)C(=O)NCC3CCC(C(=O)O)CC3)ccc12 (stereo not drawn)	4	-4	-17	2	-12	0.3	-0.2	1	-19
CC(/C=C/c1ccc2c(c1)OCO2)=N/NC(=O)C1COc2ccccc2O1 (stereo not drawn)	x	-4	x	5	11	0.1	0.1	x	-3
COc1ccccc1-n1c(SCC(=O)N2CCCC2)nc2cccnc21	2	-9	-2	7	21	-0.2	0.5	-1	-13
O=C(NCC(=O)N1CCN(S(=O)(=O)c2ccccc2F)CC1)c1ccc2ccccc2c1	-2	5	4	6	-6	3.5	1.9	-3	-18
CCOC(=O)C1=C(N)Oc2cc(O)ccc2C1c1ccccc1 (stereo not drawn)	4	-13	-10	1	-7	-0.8	0.3	2	10
c1cn2c(NC3CCCCC3)c(-c3ccc(SC4CCCCC4)cc3)nc2cn1	3	0	-1	10&-2	-14&-16	-0.4	0.9	-5	-11
Cc1onc(-c2ccccc2Cl)c1C(=O)N1CCN(C(=O)c2ccco2)CC1	13	3	-19	6	5	1.3	0.6	-4	-21

2 neighbouring records out of the list so far:
SMILES	M1 PAM	OXTR potentiate	CHRM1 antagonist	TAAR1 agonist	TAAR1 antagonist	OXTR ag	V1R ag counter	CHRM1 agonist	CHO parental Ca
CC1Cc2ccccc2N1Cc1cccc([N+](=O)[O-])c1 (stereo not drawn)	0	-6	-3	x	x	-2.2	-0.5	-7	-9
Nc1ccc2nc(SCC(=O)Nc3ccc(N4CCOCC4)c(Cl)c3)sc2c1	-5	-15	4	16	11	15	8.5	2	2
